Jurkat NFkB inh: inhibitors of the PMA/ionomycin-induced NF-kB reporter in Jurkat cells; PMA/ionomycin-induced NF-kB luciferase reporter, luminescence; inhibition, % at 4 µM; 0.53% of 330,000 active; in the data active = inhibition above about 50%
EBI2 block: EBI2 (human) antagonism; inhibition, % at 5 µM; P32249; EBI2 beta-arrestin recruitment, luminescence, 7a,25-OHC stimulated; 0.81% of 360,000 active; in the data active = inhibition above about 38%;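 also: enzyme fragment complementation signal reports receptor beta-arrestin coupling in cells; 0% = agonist plus DMSO wells and 100% = wells without agonist; some results beyond the cut were filed as inactive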
APJ antagonist: blocks the human apelin receptor APJ. P35414. CHO-K1 APJ beta-arrestin complementation, luminescence. inhibition, % at 20 µM. 0.32% of 330,000 active;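 active = inhibition above about 40% at 20 µM, limit read from the data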;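 also: cells challenged with 10 nM apelin-13 agonist together with compound; plate controls were apelin-13 plus DMSO wells for no effect and DMSO wells lacking apelin-13 for full effect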
Target sequence (P35414 whole entry, looked up): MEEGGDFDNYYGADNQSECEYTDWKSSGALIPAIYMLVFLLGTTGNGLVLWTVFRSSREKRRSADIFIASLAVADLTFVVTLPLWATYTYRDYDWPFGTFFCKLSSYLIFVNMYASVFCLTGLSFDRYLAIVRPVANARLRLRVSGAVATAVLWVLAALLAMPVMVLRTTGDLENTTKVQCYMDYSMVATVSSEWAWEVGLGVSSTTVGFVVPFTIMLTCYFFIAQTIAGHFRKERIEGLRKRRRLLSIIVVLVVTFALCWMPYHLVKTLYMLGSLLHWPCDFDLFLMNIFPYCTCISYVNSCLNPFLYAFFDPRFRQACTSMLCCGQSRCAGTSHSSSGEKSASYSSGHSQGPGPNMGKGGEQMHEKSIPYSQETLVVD
697 NFkB inh: lowers PMA/ionomycin-induced NF-kB signal in 697 B cells; 0.33% of 330,000 active; 697 B-cell NF-kB luciferase reporter, 16 h; inhibition, % at 4 µM; in the data active = inhibition above about 35%
Gli-Sufu block: antagonists of Gli-Sufu signaling; 0.74% of 340,000 active; Sufu-KO-LIGHT fibroblasts, Gli luciferase reporter luminescence; inhibition, % at 5 µM;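 active = inhibition above about 55%, limit read from the data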;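 also: 0% = DMSO-treated cells and 100% = wells with medium but no cells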
UBC13 polyUb: blocks human UBC13 polyubiquitin chain formation; P61088; TR-FRET; inhibition, % at 20 µM; 0.47% of 330,000 active; AID 485273; in the data active = inhibition above about 45%, passing the limit was not always enough
CCR6 antagonist: blocks CCL20-driven beta-arrestin recruitment at human CCR6 | P51684 | CHO-K1 CCR6 PathHunter beta-arrestin, luminescence, CCL20-stimulated | inhibition, % at 20 µM | 0.49% of 340,000 active;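 active = compounds whose inhibition of the agonist-driven luminescence signal at 20 µM reaches about 50%, limit read from the data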;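 also: cells stimulated with CCL20 at 14 nM final; plate controls were DMSO with CCL20 for no effect and DMSO without agonist for full effect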
Target sequence (P51684 whole entry, looked up): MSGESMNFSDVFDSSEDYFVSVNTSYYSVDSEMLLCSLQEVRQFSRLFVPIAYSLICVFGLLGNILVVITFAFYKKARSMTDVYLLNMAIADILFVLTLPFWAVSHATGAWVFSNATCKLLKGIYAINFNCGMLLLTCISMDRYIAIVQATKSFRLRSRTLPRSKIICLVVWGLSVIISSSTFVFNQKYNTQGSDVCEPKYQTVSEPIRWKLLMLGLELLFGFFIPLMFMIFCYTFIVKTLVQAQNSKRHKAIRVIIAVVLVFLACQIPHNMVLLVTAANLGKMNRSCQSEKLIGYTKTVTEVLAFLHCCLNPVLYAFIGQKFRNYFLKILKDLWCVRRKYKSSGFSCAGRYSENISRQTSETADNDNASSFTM
CXCR6 inh: blocks human CXCR6 beta-arrestin recruitment; O00574; CHO-K1 PathHunter CXCR6 beta-arrestin, luminescence; inhibition, % at 20 µM; 0.36% of 360,000 active; AID 602244; in the data active = inhibition above about 34%, passing the limit was not always enough;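 also: antagonist mode with CXCL16 agonist at 10 nM final; 0% = 10 nM CXCL16 with DMSO and 100% = unstimulated wells without agonist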
Target sequence (O00574 whole entry, looked up): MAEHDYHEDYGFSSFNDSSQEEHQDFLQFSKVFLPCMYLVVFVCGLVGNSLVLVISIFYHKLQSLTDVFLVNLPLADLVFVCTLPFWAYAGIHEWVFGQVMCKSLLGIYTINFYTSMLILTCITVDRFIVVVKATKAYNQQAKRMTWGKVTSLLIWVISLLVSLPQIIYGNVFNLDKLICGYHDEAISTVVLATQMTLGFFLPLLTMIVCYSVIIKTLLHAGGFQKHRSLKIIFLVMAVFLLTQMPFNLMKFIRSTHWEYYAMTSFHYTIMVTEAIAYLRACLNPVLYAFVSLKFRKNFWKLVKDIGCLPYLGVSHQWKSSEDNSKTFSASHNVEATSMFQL
* marks the source's active call; other numbers are inactive results.

Results for CC12c3ccccc3C(c3ccccc31)C1C(=O)N(Cc3cccnc3)C(=O)C12 (stereo unspecified) ?
Jurkat NFkB inh: -6; EBI2 block: 5; APJ antagonist: 9; 697 NFkB inh: -21; Gli-Sufu block: 9; UBC13 polyUb: -7; CCR6 antagonist: -14; CXCR6 inh: -12

Results for O=C(O)COCC(=O)Nc1ccc(-n2nc(C(F)(F)F)cc2-c2cccs2)cc1 ?
Jurkat NFkB inh: 8; EBI2 block: 3; APJ antagonist: 0; 697 NFkB inh: 17; Gli-Sufu block: 7; UBC13 polyUb: 7; CCR6 antagonist: -6; CXCR6 inh: 6

What do the screens show for `CC(=O)N/C(=C/c1cccnc1)C(=O)Nc1ccc(Cl)cc1`?
Jurkat NFkB inh: 22; EBI2 block: -10; APJ antagonist: 6; 697 NFkB inh: 17; Gli-Sufu block: -1; UBC13 polyUb: 8; CCR6 antagonist: -2; CXCR6 inh: -6

Results for O=C1OC2(CCCC2)OC(=O)C1=Cc1c[nH]c2ccccc12 ?
Jurkat NFkB inh: 4; EBI2 block: -7; APJ antagonist: 8; 697 NFkB inh: 15; Gli-Sufu block: 1; UBC13 polyUb: -1; CCR6 antagonist: 4; CXCR6 inh: -1

Results for CCCC(=O)Nc1ccc(C#Cc2ccccc2)cc1 ?
Jurkat NFkB inh: -131; EBI2 block: 7; APJ antagonist: 7; 697 NFkB inh: -97; Gli-Sufu block: -100; UBC13 polyUb: -2; CCR6 antagonist: 6; CXCR6 inh: 7

What do the screens show for `O=C(COC(=O)c1nc(Cl)ccc1Cl)NC1CCCCCC1`?
Jurkat NFkB inh: -6; EBI2 block: -6; APJ antagonist: -57; 697 NFkB inh: 10; Gli-Sufu block: -4; UBC13 polyUb: -4; CCR6 antagonist: 18; CXCR6 inh: -1

Results for COc1cccc(NC(=O)c2ccnc(N3CCC(C(=O)NCc4cc(OC)ccc4OC)CC3)c2)c1 ?
Jurkat NFkB inh: 2; EBI2 block: 1; APJ antagonist: 1; 697 NFkB inh: -13; Gli-Sufu block: 18; UBC13 polyUb: 7; CCR6 antagonist: 8; CXCR6 inh: 3

How did Nc1nc(-c2ccccc2)c(-c2ccccc2)n1N do in these assays?
Jurkat NFkB inh: -25; EBI2 block: -3; APJ antagonist: 7; 697 NFkB inh: -1; Gli-Sufu block: -8; UBC13 polyUb: 6; CCR6 antagonist: 0; CXCR6 inh: -1

Results for O=C(NCCc1c[nH]c2ccccc12)c1c(Cl)nc2sccn12 ?
Jurkat NFkB inh: -20; EBI2 block: 11; APJ antagonist: 5; 697 NFkB inh: -13; Gli-Sufu block: 2; UBC13 polyUb: 2; CCR6 antagonist: -2; CXCR6 inh: 4

How did COc1cc2c(cc1OC)CN(C(=O)c1cc(Cl)nc(Cl)c1)CC2 do in these assays?
Jurkat NFkB inh: 11; EBI2 block: 10; APJ antagonist: 13; 697 NFkB inh: 2; Gli-Sufu block: 2; UBC13 polyUb: -1; CCR6 antagonist: 11; CXCR6 inh: -4

Results for CC(Oc1ccc2c3c(c(=O)oc2c1)CCCC3)C(=O)NCCCn1ccnc1 (stereo unspecified) ?
Jurkat NFkB inh: 18; EBI2 block: -4; APJ antagonist: 12; 697 NFkB inh: 8; Gli-Sufu block: 9; UBC13 polyUb: 1; CCR6 antagonist: 4; CXCR6 inh: 4

Results for O=C(NCCCC(NC(=O)OCc1ccccc1)C(=O)O)OCc1ccccc1 (stereo unspecified) ?
Jurkat NFkB inh: 3; EBI2 block: 0; APJ antagonist: 8; 697 NFkB inh: 3; Gli-Sufu block: -4; UBC13 polyUb: 0; CCR6 antagonist: 15; CXCR6 inh: -5

How did CC(=O)c1ccc(S(=O)(=O)NCCC(=O)OCC(=O)N2CCCC2=O)cc1 do in these assays?
Jurkat NFkB inh: 4; EBI2 block: -11; APJ antagonist: -10; 697 NFkB inh: -27; Gli-Sufu block: -19; UBC13 polyUb: -2; CCR6 antagonist: -13; CXCR6 inh: -11

How did CC(=O)c1c(Cl)nc2ccc(Br)cc2c1-c1ccccc1 do in these assays?
Jurkat NFkB inh: 18; EBI2 block: 14; APJ antagonist: 14; 697 NFkB inh: 20; Gli-Sufu block: 7; UBC13 polyUb: 15; CCR6 antagonist: 9; CXCR6 inh: 5

What do the screens show for `Cc1ccc(SCC(=O)NC2CC3CCC(C2)N3C)cc1` (stereo unspecified)?
Jurkat NFkB inh: -28; EBI2 block: -8; APJ antagonist: -7; 697 NFkB inh: -11; Gli-Sufu block: 3; UBC13 polyUb: -5; CCR6 antagonist: -10; CXCR6 inh: 4

What do the screens show for `CC1=NOC(=O)/C1=C\c1ccc(-c2ccc(Br)cc2C(=O)O)o1`?
Jurkat NFkB inh: -11; EBI2 block: -3; APJ antagonist: -15; 697 NFkB inh: 1; Gli-Sufu block: 4; UBC13 polyUb: -8; CCR6 antagonist: 5; CXCR6 inh: 8

How did O=C(Nc1ccccc1)c1cnc(-c2ccccc2)nc1-c1ccccc1 do in these assays?
Jurkat NFkB inh: 1; EBI2 block: -1; APJ antagonist: -2; 697 NFkB inh: 11; Gli-Sufu block: 11; UBC13 polyUb: 1; CCR6 antagonist: -8; CXCR6 inh: -1

What do the screens show for `O=C(c1ccco1)N1CCN(C(=O)c2cnn(-c3ccc(Cl)cc3)c2C2CCNCC2)CC1`?
Jurkat NFkB inh: -3; EBI2 block: -9; APJ antagonist: 13; 697 NFkB inh: 19; Gli-Sufu block: -16; UBC13 polyUb: 8; CCR6 antagonist: -7; CXCR6 inh: -1

What do the screens show for `CC(=O)c1ccc(N2C(=NC(=O)CCc3ccccc3)SC3CS(=O)(=O)CC32)cc1` (stereo unspecified)?
Jurkat NFkB inh: -4; EBI2 block: 1; APJ antagonist: 17; 697 NFkB inh: -1; Gli-Sufu block: -2; UBC13 polyUb: 4; CCR6 antagonist: 4; CXCR6 inh: 1

What do the screens show for `O=C(c1cccc(S(=O)(=O)N2CCOCC2)c1)N1CCN(C/C=C/c2ccccc2)CC1`?
Jurkat NFkB inh: 0; EBI2 block: -4; APJ antagonist: 9; 697 NFkB inh: 14; Gli-Sufu block: -10; UBC13 polyUb: -1; CCR6 antagonist: 2; CXCR6 inh: 1

Results for COc1ccc(S(=O)(=O)N2CCCC(C(=O)Nc3ccc(NC(=O)c4ccccn4)cc3)C2)cc1 (stereo unspecified) ?
Jurkat NFkB inh: -33; EBI2 block: -23; APJ antagonist: -16; 697 NFkB inh: -21; Gli-Sufu block: -37; UBC13 polyUb: -5; CCR6 antagonist: -16; CXCR6 inh: -2

How did CC1=CN(S(=O)(=O)c2ccc(C)cc2)C[C@@H]2c3ccccc3N(S(=O)(=O)c3ccc(C)cc3)[C@H]12 do in these assays?
EBI2 block: -10; 697 NFkB inh: -27; Gli-Sufu block: -2; CCR6 antagonist: 23; CXCR6 inh: 2

How did COc1ccc(C)cc1S(=O)(=O)NCC(c1ccco1)N1CCc2ccccc2C1 (stereo unspecified) do in these assays?
Jurkat NFkB inh: 8; EBI2 block: 8; APJ antagonist: -54; 697 NFkB inh: -10; Gli-Sufu block: 8; UBC13 polyUb: -5; CCR6 antagonist: 13; CXCR6 inh: 8

What do the screens show for `Cc1ccc(S(=O)(=O)CC(=O)Nc2ncc([N+](=O)[O-])s2)cc1`?
Jurkat NFkB inh: 9; EBI2 block: 2; APJ antagonist: 26; 697 NFkB inh: -4; Gli-Sufu block: 15; UBC13 polyUb: 4; CCR6 antagonist: 26; CXCR6 inh: 15

How did OC(COc1ccc2ccccc2c1)Cn1ccnc1 (stereo unspecified) do in these assays?
Jurkat NFkB inh: 3; EBI2 block: 10; APJ antagonist: 6; 697 NFkB inh: 11; Gli-Sufu block: -9; UBC13 polyUb: 10; CCR6 antagonist: -2; CXCR6 inh: -3

How did COc1ccc(CCN2C(=O)CSC2=Nc2ccc(C(C)C)cc2)cc1OC do in these assays?
Jurkat NFkB inh: 31; EBI2 block: 15; APJ antagonist: -11; 697 NFkB inh: -23; Gli-Sufu block: 26; UBC13 polyUb: 2; CCR6 antagonist: -7; CXCR6 inh: -13

How did O=C(Nc1cnccc1C(F)(F)F)NC1CCCCC1 do in these assays?
Jurkat NFkB inh: -28; EBI2 block: -3; APJ antagonist: 0; 697 NFkB inh: 0; Gli-Sufu block: 4; UBC13 polyUb: -6; CCR6 antagonist: 6; CXCR6 inh: 4

How did Cc1nnc(SCc2nc3scc(-c4ccccc4)c3c(=O)[nH]2)s1 do in these assays?
Jurkat NFkB inh: -7; EBI2 block: -5; APJ antagonist: 2; 697 NFkB inh: -4; Gli-Sufu block: -5; UBC13 polyUb: -8; CCR6 antagonist: 2; CXCR6 inh: 4

How did Cc1ccc(NC(=O)c2cc(=O)c3ccccc3o2)c(C)c1 do in these assays?
Jurkat NFkB inh: -23; EBI2 block: -14; APJ antagonist: 9; 697 NFkB inh: -51; Gli-Sufu block: -7; UBC13 polyUb: -14; CCR6 antagonist: -2; CXCR6 inh: 1

Results for CCOC(=O)N1CCN(C(=O)c2sc3nc(-c4ccc(F)cc4)cn3c2C)CC1 ?
Jurkat NFkB inh: 8; EBI2 block: -3; APJ antagonist: -17; 697 NFkB inh: 3; Gli-Sufu block: 19; UBC13 polyUb: 6; CCR6 antagonist: -4; CXCR6 inh: -4

What do the screens show for `CCOC(=O)C1=C(COC(=O)CSc2ccc(C)cc2)NC(=O)NC1C` (stereo unspecified)?
Jurkat NFkB inh: 18; EBI2 block: -6; APJ antagonist: 5; 697 NFkB inh: 14; Gli-Sufu block: -3; UBC13 polyUb: 5; CCR6 antagonist: 6; CXCR6 inh: -13

How did O=C(CCC(=O)N1CCSc2ccccc21)Nc1ccc(F)cc1 do in these assays?
Jurkat NFkB inh: -1; EBI2 block: -5; APJ antagonist: 13; 697 NFkB inh: 11; Gli-Sufu block: 6; UBC13 polyUb: 0; CCR6 antagonist: -1; CXCR6 inh: 0

How did CCNC(=S)Nc1ccc(Cc2nc3ccccc3[nH]2)cc1 do in these assays?
Jurkat NFkB inh: 11; EBI2 block: -3; APJ antagonist: 9; 697 NFkB inh: 0; Gli-Sufu block: -15; UBC13 polyUb: 2; CCR6 antagonist: 3; CXCR6 inh: 2

What do the screens show for `Cc1ccc(N(C(C)C(=O)Nc2ccc3c(c2)OCO3)S(C)(=O)=O)cc1` (stereo unspecified)?
Jurkat NFkB inh: 1; EBI2 block: 4; APJ antagonist: 9; 697 NFkB inh: 5; Gli-Sufu block: -3; UBC13 polyUb: -3; CCR6 antagonist: 2; CXCR6 inh: -4

Results for COC(=O)c1ccc(/C=C(/NC(=O)c2ccccc2)C(=O)N2CCOCC2)cc1 ?
Jurkat NFkB inh: 14; EBI2 block: -6; APJ antagonist: 17; 697 NFkB inh: -2; Gli-Sufu block: -3; UBC13 polyUb: 6; CCR6 antagonist: -14; CXCR6 inh: 0

What do the screens show for `Nc1nc2c(nc(N3CCCCC3)n2[C@@H]2O[C@H](CO)[C@@H](O)[C@H]2O)c(=O)[nH]1`?
Jurkat NFkB inh: -15; EBI2 block: -6; APJ antagonist: -6; 697 NFkB inh: 1; Gli-Sufu block: 8; UBC13 polyUb: -1; CCR6 antagonist: -2; CXCR6 inh: -1

How did CCn1nc(NC(=O)Cc2ccc(OC)cc2)c2cc3cccc(C)c3nc21 do in these assays?
Jurkat NFkB inh: 0; EBI2 block: 10; APJ antagonist: 11; 697 NFkB inh: -11; Gli-Sufu block: 0; UBC13 polyUb: 2; CCR6 antagonist: 12; CXCR6 inh: -1

Three records drawn at random from those above:
How did Cc1ccc(NC(=O)c2cc(=O)c3ccccc3o2)c(C)c1 do in these assays?
Jurkat NFkB inh: -23; EBI2 block: -14; APJ antagonist: 9; 697 NFkB inh: -51; Gli-Sufu block: -7; UBC13 polyUb: -14; CCR6 antagonist: -2; CXCR6 inh: 1

How did CCn1nc(NC(=O)Cc2ccc(OC)cc2)c2cc3cccc(C)c3nc21 do in these assays?
Jurkat NFkB inh: 0; EBI2 block: 10; APJ antagonist: 11; 697 NFkB inh: -11; Gli-Sufu block: 0; UBC13 polyUb: 2; CCR6 antagonist: 12; CXCR6 inh: -1

What do the screens show for `Cc1ccc(N(C(C)C(=O)Nc2ccc3c(c2)OCO3)S(C)(=O)=O)cc1` (stereo unspecified)?
Jurkat NFkB inh: 1; EBI2 block: 4; APJ antagonist: 9; 697 NFkB inh: 5; Gli-Sufu block: -3; UBC13 polyUb: -3; CCR6 antagonist: 2; CXCR6 inh: -4
